POLK inh = DNA polymerase kappa (human) inhibition. 400,000 tested, 0.53% active. Potency, µM (top dose mostly 107 µM), without a hit: at the top dose activity, negative = inhibition, usual class: inhibitors. purified Pol kappa, fluorescent DNA synthesis assay, 10 min; also: potency is read from the fitted curve at half-maximal effect; % is scaled to controls: 0 for no effect and ±100 for the full control effect
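First, compounds were pin-transferred onto 10 nM Pol kappa. After 15 min at room temperature, substrate was added to 50 nM final. Fluorescence was then measured kinetically at 0 and 10 min.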
BLM helicase inh = Bloom syndrome helicase (human) inhibition | P54132 | recombinant BLM DNA unwinding, fluorescence dequenching | Potency, µM (series often up to 56.1 µM), without a hit: at the highest dose activity change, negative = inhibition, hits mostly inhibitors | 350,000 tested, 0.2% active | AID 2528;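 also: potency is read from the fitted curve at half-maximal effect; plate controls were vehicle for no effect and no enzyme for full effect; nearly all actives have a fitted effect of over 35% in size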
RXFP1 antag = antagonists of human relaxin receptor RXFP1 | Q9HBX9 | HEK293-RXFP1, relaxin-stimulated cAMP HTRF, 30 min; hits give low values | activity change, negative = inhibition, % at 57.5 µM | 350,000 tested, 0.59% active | AID 1259400;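 active = activity change of -60% or lower, but not beyond a set lower limit; inconclusive = change between -60% and -40%, or beyond the set limit; inactive = change above -40%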; also: % is scaled to controls: 0 for no effect and ±100 for the full control effect
Target sequence (Q9HBX9 whole entry, looked up): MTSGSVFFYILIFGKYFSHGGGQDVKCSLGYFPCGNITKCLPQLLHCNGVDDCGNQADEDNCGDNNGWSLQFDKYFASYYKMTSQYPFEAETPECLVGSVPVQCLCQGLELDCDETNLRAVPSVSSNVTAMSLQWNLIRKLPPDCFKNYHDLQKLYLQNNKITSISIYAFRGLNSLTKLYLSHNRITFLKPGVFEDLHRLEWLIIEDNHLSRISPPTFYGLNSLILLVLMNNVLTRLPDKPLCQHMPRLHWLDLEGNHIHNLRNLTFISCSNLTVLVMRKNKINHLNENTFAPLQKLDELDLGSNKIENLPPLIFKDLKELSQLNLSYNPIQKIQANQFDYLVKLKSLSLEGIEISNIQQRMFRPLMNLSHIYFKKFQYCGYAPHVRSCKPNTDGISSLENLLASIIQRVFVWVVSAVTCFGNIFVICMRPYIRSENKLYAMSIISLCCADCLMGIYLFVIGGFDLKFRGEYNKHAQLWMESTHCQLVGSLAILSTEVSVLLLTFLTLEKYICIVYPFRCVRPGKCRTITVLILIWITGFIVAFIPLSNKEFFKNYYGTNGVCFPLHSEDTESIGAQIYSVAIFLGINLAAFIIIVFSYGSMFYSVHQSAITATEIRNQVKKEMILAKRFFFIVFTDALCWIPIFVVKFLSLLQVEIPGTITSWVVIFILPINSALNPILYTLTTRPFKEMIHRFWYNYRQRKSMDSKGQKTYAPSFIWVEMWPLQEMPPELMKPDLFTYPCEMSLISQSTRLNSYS
PGK inhibitor = blocks T. brucei phosphoglycerate kinase | P07378 | PGK/GAPDH coupled, Kinase-Glo luminescence, 60 min | Potency, µM (doses to about 57.5 µM), for the others: top-dose activity change, negative = inhibition, usual class: inhibitors | 380,000 tested, 0.043% active | AID 602233; also: potency is read from the fitted curve at half-maximal effect; % is scaled to controls: 0 for no effect and ±100 for the full control effect; nearly all actives have a fitted effect of over 60% in size
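Recombinant glycosomal PGK reaction used 1,3-bisphosphoglycerate generated in-well by GAPDH (100nM final) in 100mM TEA pH 7.6, 5mM MgCl2, 0.01% Tween-20. After 60 minutes at room temperature, ATP was read by Kinase-Glo Plus luminescence end-point.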
APEX1 inh = inhibitors of human APE1 endonuclease | P27695 | recombinant APE1, TAMRA/BHQ-2 abasic DNA cleavage fluorescence | Potency, µM (titrated, usually from 65.8 µM), without a hit: at the highest dose activity change, negative = inhibition, hits mostly inhibitors | 350,000 tested, 0.35% active | AID 2517;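 also: potency is read from the fitted curve at half-maximal effect; plate controls were vehicle for no effect and reference inhibitor for full effect; nearly all actives have a fitted effect of over 55% in size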
Target sequence (P27695 whole entry, looked up): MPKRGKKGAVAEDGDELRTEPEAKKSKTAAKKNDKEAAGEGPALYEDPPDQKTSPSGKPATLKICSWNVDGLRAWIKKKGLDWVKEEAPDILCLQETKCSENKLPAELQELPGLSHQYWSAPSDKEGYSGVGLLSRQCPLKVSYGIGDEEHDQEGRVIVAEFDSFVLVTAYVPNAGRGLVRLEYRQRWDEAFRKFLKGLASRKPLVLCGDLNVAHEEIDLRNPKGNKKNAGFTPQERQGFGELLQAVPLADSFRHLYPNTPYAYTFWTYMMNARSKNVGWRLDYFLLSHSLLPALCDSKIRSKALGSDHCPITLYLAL
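Incision of a quenched TAMRA/BHQ-2 THF abasic-site duplex (50 nM) by 0.75 nM APE1, after 15 min compound preincubation, measured as fluorescence increase over three 60 s reads. Values normalized to buffer, DMSO and NSC13755 control wells.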
Anesthetic bind = binds horse apoferritin like a general anesthetic. P02791. apoferritin/1-aminoanthracene competitive binding, fluorescence. Potency, µM (series often up to 77.5 µM), inactives show top-dose activity change, negative = displacement, hits mostly inhibitors. 350,000 tested, 0.074% active; also: potency is read from the fitted curve at half-maximal effect; % is scaled to controls: 0 for no effect and ±100 for the full control effect; nearly all actives have a fitted effect of over 20% in size
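10 uM apoferritin + 50% sat. 1-AMA, PBS; cpd 10 min RT; Ex380/Em535 endpoint; normalized to free probe vs complex; 4-param Hill fit; propofol titration as pos. ctrl.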
POLI inh = blocks human DNA polymerase iota activity | Q9UNA4 | Pol iota fluorescent replication assay, 10 min | Potency, µM (series often up to 115 µM), without a hit: at the top dose activity, negative = inhibition, usual class: inhibitors | 390,000 tested, 1% active; also: potency is read from the fitted curve at half-maximal effect
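Fluorescent replication assay read twice, at 0 min and 10 min after adding 50 nM (final) substrate. Enzyme (10 nM) and compounds were first incubated 15 min at room temperature; enzyme-free buffer wells were negative controls.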
Pol eta inh = inhibitors of human DNA polymerase eta; 390,000 tested, 1.2% active; Potency, µM (top dose mostly 114 µM), for the others: at the highest dose activity change, negative = inhibition, usual class: inhibitors; recombinant Pol eta, fluorescent DNA replication assay; Q9Y253; also: potency is read from the fitted curve at half-maximal effect; % is scaled to controls: 0 for no effect and ±100 for the full control effect
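Fluorescent replication assay: 50 nM final substrate added after a 15 min room-temperature compound preincubation with 10 nM enzyme. Signal taken at 0 min and again at 10 min.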
Pol beta inh = DNA polymerase beta (human) inhibition | Pol beta primer extension/strand displacement, fluorescence kinetic | Potency, µM (doses to about 114 µM), for the others: at the highest dose activity change, negative = inhibition, hits mostly inhibitors | 340,000 tested, 1.3% active | AID 485314; also: potency is read from the fitted curve at half-maximal effect; % is scaled to controls: 0 for no effect and ±100 for the full control effect
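Human Pol beta at 10 nM; strand-displacement substrate 50 nM final. Compound exposure 15 min at room temperature before start, reaction 10 min at room temperature.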
* marks the source's active call; other numbers are inactive results; i = inactive; ? = inconclusive; nt = not tested or not shown; & = joins results of further samples; [ ] = remark or other dose. Unless noted, calls follow the shape of the dose curve; as a rule, active = well fitted curve in the direction sought with a large enough effect; inconclusive = small, poorly fitted or top-dose-only effect, or another doubt; inactive = no such curve, though single readings can be large; an effect the other way counts as inactive or inconclusive. Some of the compounds tested, so the mix of outcomes need not match the whole.

Under each structure: POLK inh | BLM helicase inh | RXFP1 antag | PGK inhibitor | APEX1 inh | Anesthetic bind | POLI inh | Pol eta inh | Pol beta inh
#1 CC(C)CCN(C(=O)Nc1ccccc1)C(C)c1cccs1 (stereo not drawn)
→ -6%[60.1 µM] | -10%&-22% | -15&0 | 5% | -6% | -9%&-21% | -7%&5% | -6%&-21% | -17%
#2 O=C(OCC1COC(c2ccccc2)(c2ccccc2)O1)c1ccccc1 (stereo not drawn)
→ -2% | nt | -26 | 3% | nt | nt | -4% | -12% | nt
#3 CCOC(=O)c1cnc(-n2nc(C)cc2C)nc1NNc1cc(-c2ccccc2)nc(C)n1
→ nt | -2% | nt | nt | 2% | -15% | nt | nt | -3%
#4 Cc1cc(C)cc(-n2ccnc2SCC(=O)Nc2ccc3c(c2)OCO3)c1
→ -5%[60.1 µM] | -10% | nt | -2% | nt | -18% | -15% | -12% | -4%
#5 COc1ccc(C(=O)NCCCCCC(=O)N/N=C/c2ccco2)cc1OC
→ -9% | 5% | -5 | -9% | 16% | -5% | 27% | -10% | 0%
#6 NC(=O)CN(c1ccc(Oc2ccccc2)cc1)S(=O)(=O)c1ccccc1
→ -5% | -3% | -8 | i | 0% | -4% | 4% | -15% | 5%
#7 O=C1C2C3CC(C2C(=O)N1c1cccc(Cl)c1)[C@H](O)C3O (stereo partly drawn)
→ -1% | -3% | 9 | 2% | -1% | -3% | 56%[activator] | -3% | -10%
#8 Cc1ccc(N2CCCn3c2nc2c3c(=O)n(CCN3CCOCC3)c(=O)n2C)cc1
→ nt | -3% | nt | nt | -1% | -4% | nt | nt | 21%
#9 O=C(Nc1ccc(Br)cc1)c1ccc(Cl)c(S(=O)(=O)N2CCCCCC2)c1
→ 0%[60.1 µM] | -10% | -7 | -9% | nt | 0% | 5% | -18% | -19%
#10 CC(Sc1ncnc2sccc12)C(=O)Nc1ccc(S(N)(=O)=O)cc1 (stereo not drawn)
→ -11% | nt | 11 | 3% | 13% | nt | 38%[activator] | -3% | nt
#11 CCCC(=O)OCC(=O)Nc1cc(Cl)ccc1[N+](=O)[O-]
→ -6% | -2% | -8 | -3% | -8% | ? | 32%[activator] | -18% | -26%
#12 COc1ccc(C(=O)NC2CC2)cc1OC1CCN(Cc2ccc(Cl)cc2)CC1
→ -21% | 5% | -12 | -4% | 1% | -5% | 24% | -4% | 36%
#13 O=C(CSc1nnc(-c2cccnc2)o1)Nc1ccc(Br)cc1
→ -25% | -2% | 7 | 0% | 73%[activator] | 4% | 7% | 3% | 4%
#14 COc1ccc(NC(=O)CN2C(=O)c3ccccc3Sc3ccc(C(=O)N4CCOCC4)cc32)c(OC)c1
→ 7% | -12%&-5% | 11&-7 | -1%&5% | 9% | -23%&1% | ? | ? | -7%&2%
#15 CN(C)C(=O)c1cc(Br)ccc1Cl
→ -10% | 1% | 0 | i | 2% | -16% | 2% | 3% | 23%
#16 COc1ccc(CN(CC(=O)NCc2ccccc2)C(=O)CCC(=O)Nc2cc(C)ccn2)cc1
→ 8% | -5% | 6 | i | 70%[activator] | -3% | 63%[activator] | -12% | 18%
#17 O=C(c1cccs1)N1CCc2c([nH]c3ccccc23)C1c1ccccn1 (stereo not drawn)
→ -23% | -13% | -18 | -1% | -5% | -6% | 39%[activator] | -2% | 9%
#18 CC(C)n1cc(CNC(=O)C2CCC(=O)N(Cc3ccccc3F)C2)cn1 (stereo not drawn)
→ -2% | -1% | -10 | 0% | -6% | -6% | 26% | -16% | -1%
#19 NC(=O)C1CCN(c2ncc(C(F)(F)F)cc2Cl)CC1
→ 5% | -5% | -37 | i | -2% | ? | 84%[activator] | -13% | -1%
#20 COc1ccc(Cn2ccnc2SCC(=O)Nc2nc3ccccc3s2)cc1
→ -6%[60.1 µM] | -9% | -9 | i | nt | ? | -13% | -14% | ?
#21 O=C1SCCc2c1n(Cc1ccccc1)c1ccccc21
→ -4% | -2% | -27 | -4% | 12% | -12% | ? | -6% | -1%
#22 Cc1nc(-c2ccc(S(=O)(=O)NCc3ccc(N(C)C)cc3)cc2)co1
→ -3%[60.1 µM] | 2% | nt | -17% | nt | 5% | 0% | -10% | 5%
#23 Cc1nnsc1C(=O)N/N=C/c1ccccc1Cl
→ -2% | -2% | -1 | -6% | -2% | 0% | -23%[58.9 µM] | -8% | -18%
#24 Cc1cc(C)c(NC(=O)CSc2nc(=O)n3cc(C)ccc3n2)c(C)c1
→ -9% | nt | -13 | 0% | -3% | nt | 18% | -7% | nt
#25 CCOC(=O)C1=C(C)NC(C)=C(C(=O)OCC)C1C(=O)OCC(=O)NC1CCCCC1
→ -15% | nt | -5 | -10% | -4% | nt | 49%[activator] | -4% | nt
#26 NS(=O)(=O)c1cccc(NC(=O)COC(=O)c2cc([N+](=O)[O-])ccc2N2CCCC2)c1
→ -21% | nt | -20 | -11% | -32% | nt | 48%[activator] | -19% | nt
#27 Cc1ccc(NC(=O)/C=C/c2ccco2)cc1S(=O)(=O)N1CCCCCC1
→ -22% | nt | -2 | -3% | nt | nt | ? | -21% | nt
#28 O=C(c1ccc2c(c1)CCCC2)N1CCN(c2nc3ccc(F)cc3s2)CC1
→ 7%[60.1 µM] | -5% | -8 | -2% | nt | -6% | 36%[activator] | -21% | 6%
#29 O=C(CSc1nnc2n1CCCCC2)Nc1ccc(N2CCOCC2)cc1
→ -8% | -7% | -9 | 0% | 1% | -5% | 24% | -19% | 3%
#30 CCCOc1ccc(C2=CSC3=NCCN23)cc1
→ -17% | -10% | 2 | 3% | 7% | -11% | 18% | -19% | 7%

Single records (already shown).
`Cc1cc(C)c(NC(=O)CSc2nc(=O)n3cc(C)ccc3n2)c(C)c1` is entered as POLK inh = -9%; BLM helicase inh = nt; RXFP1 antag = -13; PGK inhibitor = 0%; APEX1 inh = -3%; Anesthetic bind = nt; POLI inh = 18%; Pol eta inh = -7%; Pol beta inh = nt
`Cc1nc(-c2ccc(S(=O)(=O)NCc3ccc(N(C)C)cc3)cc2)co1` is entered as POLK inh = -3%[60.1 µM]; BLM helicase inh = 2%; RXFP1 antag = nt; PGK inhibitor = -17%; APEX1 inh = nt; Anesthetic bind = 5%; POLI inh = 0%; Pol eta inh = -10%; Pol beta inh = 5%

Part of the list above in order of formula weight, largest number first:
Under each structure: POLK inh | BLM helicase inh | RXFP1 antag | PGK inhibitor | APEX1 inh | Anesthetic bind | POLI inh | Pol eta inh | Pol beta inh
#28 O=C(c1ccc2c(c1)CCCC2)N1CCN(c2nc3ccc(F)cc3s2)CC1
→ 7%[60.1 µM] | -5% | -8 | -2% | nt | -6% | 36%[activator] | -21% | 6%
#29 O=C(CSc1nnc2n1CCCCC2)Nc1ccc(N2CCOCC2)cc1
→ -8% | -7% | -9 | 0% | 1% | -5% | 24% | -19% | 3%
#22 Cc1nc(-c2ccc(S(=O)(=O)NCc3ccc(N(C)C)cc3)cc2)co1
→ -3%[60.1 µM] | 2% | nt | -17% | nt | 5% | 0% | -10% | 5%
#17 O=C(c1cccs1)N1CCc2c([nH]c3ccccc23)C1c1ccccn1 (stereo not drawn)
→ -23% | -13% | -18 | -1% | -5% | -6% | 39%[activator] | -2% | 9%
#30 CCCOc1ccc(C2=CSC3=NCCN23)cc1
→ -17% | -10% | 2 | 3% | 7% | -11% | 18% | -19% | 7%

Additional results follow:
Under each structure: POLK inh | BLM helicase inh | RXFP1 antag | PGK inhibitor | APEX1 inh | Anesthetic bind | POLI inh | Pol eta inh | Pol beta inh
#31 Cc1ccc(NC(=O)c2ccc3c(c2)NC(=O)c2ccccc2S3)c(Cl)c1
→ 9% | -10% | -13 | -7% | nt | -23% | 79µM* | -25% | ?
#32 O=C(COC(=O)c1cc(=O)[nH]c2ccccc12)NCc1ccccc1
→ -4% | nt | -6 | i | -4% | nt | 12% | -25% | nt
#33 Cc1ccn(-c2cccc(-n3ccc(C)n3)n2)n1
→ -13% | 4% | -2 | -1% | -3% | -6% | 4% | -11% | 2%
#34 N#C/C(=C\c1ccc(O)cc1)C(=O)NCc1ccccc1
→ 1% | -2% | -8 | -10% | 37% | -3% | -3% | 5% | 9%
#35 Cc1cccc(NC(=O)c2ccc(COc3ccc(Cl)cc3Cl)o2)n1
→ -1% | -12% | -11 | i | -6% | ? | ? | -10% | -22%
#36 CCn1ncc(Br)c1C(=O)Nc1ccccc1OC
→ -12% | -8% | -11 | 6% | 1% | -14% | 88%[activator] | -5% | 29%
#37 Cc1ccc(NC(=O)N2CCC(NC(=O)c3ccccc3C)CC2)cc1
→ -9% | 0% | -4 | 1% | 1% | -7% | 29% | -13% | 30%[activator]
#38 Cc1cccc(N2CCN(C(=O)c3cc(S(=O)(=O)N(C)C)ccc3N3CCCC3)CC2)c1C
→ -4% | -6% | -24 | -2% | 1% | 3% | 156%[activator] | -16% | 3%
#39 CC(=O)OC1CC[C@]2(C)C(CC(OC(C)=O)[C@]3(C)C2CC[C@@]2(C)C(c4ccoc4)OC(=O)C4O[C@]432)C1(C)C (stereo partly drawn)
→ -10%[60.1 µM] | -2% | nt | nt | 0% | -1% | nt | nt | nt
#40 Cc1ccc(C(=O)N2CCN(S(=O)(=O)c3ccccc3)CC2)cc1
→ -15% | -1% | -14 | 4% | 4% | 0% | 85%[activator] | 3% | -1%
#41 CC(C)(C)N1CC(C(=O)Nc2ccc(C#N)cc2)CC1=O (stereo not drawn)
→ 3% | -2% | -10 | i | -15% | 0% | 122%[activator] | -13% | 4%
#42 Cc1nnc(N2CCN(Cc3ccccc3)CC2)[nH]c1=O
→ 9% | 0% | -38 | -11% | 0% | 3% | 10% | -10% | -1%
#43 COc1ccc2nc3oc(C(=O)N(C)c4ccc(Cl)cc4)cc3cc2c1
→ -14% | -19% | nt | -3% | nt | 3% | 13% | -15% | -14%
#44 CC(OC(=O)CCOc1ccccc1)C(=O)NC1CC1 (stereo not drawn)
→ 4% | nt | -16 | i | -9% | nt | -5% | -19% | nt
#45 OC(c1cc(-c2cccc(Cl)c2)nc2ccccc12)C1CCCCN1 (stereo not drawn)
→ -10% | nt | -37 | -2% | nt | nt | -27% | -15% | nt
#46 CC(O)Cn1c(N2CCCC2)nc2c1c(=O)[nH]c(=O)n2C (stereo not drawn)
→ -1% | -7% | -14 | 0% | -6% | -15% | 39%[activator] | -13% | -2%
